Screening results (PubChem BioAssay)
p-CIP stab down = p/CIP protein destabilization; decrease of EGFP signal, % at 10 µM; AID 1984; Q05BA5; F442A p/CIP-EGFP cells, EGFP fluorescence, 16 h; actives 0.01% (n = 290,000);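 active means EGFP signal decrease of at least 30% at 10 µM or well 3 SD below plate mean, unless failing retest; inactive means the rest, including hits failing retest or dose response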; further: some compounds called inactive have numbers as strong as hits; many of its hits are not listed in these tables
IDE inh = cellular human IDE inhibition. inhibition, % at 5.59 µM. HEK cells, FAbetaB cleavage, fluorescence polarization. AID 434962. P14735. actives 0.41% (n = 320,000);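 active means percent inhibition above the average of all tested compounds plus 3 SD, set per screening campaign, cut at about 16% in these data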;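 further: IDE supplied by intact live HEK cells; FP after avidin binding of uncleaved biotin substrate so inhibition keeps polarization high; 0% = DMSO wells and 100% = 60 µM reference IDE inhibitor Ii1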
IDE act = boosts human insulin-degrading enzyme activity in HEK cells | FAbeta-B cleavage, fluorescence polarization; 0% vehicle, 100% cell-free pure enzyme wells | activation, % at 5.96 µM | actives 0.073% (n = 340,000);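 active means activation above the mean of all tested compounds plus 3 SD, set per screening campaign, cut at about 17% in these data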
IMP-1 inhibitor = inhibitors of Pseudomonas aeruginosa IMP-1 metallo-beta-lactamase. AID 1556. actives 0.45% (n = 290,000). purified IMP-1, nitrocefin hydrolysis, epi-absorbance fluorescence. inhibition, % at 5.6 µM;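 active means inhibition above the mean plus 3 SD of all compounds in the same screening run, cut at about 4.5% in these data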;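 further: 0% = IMP-1 with DMSO and 100% = DMSO wells lacking enzyme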
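System: purified IMP-1; amount: IMP-1 0.2 nM before substrate addition; compound: single dose, 5.6 µM; times: 25 °C, 15 min preincubation, 25 min reaction; signal: Epi-absorbance via hydrolysed-nitrocefin quenching of white-plate fluorescence, 480/530 nm, EDTA stop; benchmarks: DMSO with and without IMP-1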
VIM-2 inhibitor = inhibitors of Pseudomonas aeruginosa VIM-2 metallo-beta-lactamase | purified VIM-2, nitrocefin hydrolysis, epi-absorbance fluorescence | inhibition, % at 5.6 µM | actives 0.89% (n = 290,000) | AID 1527;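 active means inhibition above the mean of all tested compounds plus 3 SD, cutoff set per screening run, cut at about 7.5% in these data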;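 further: red hydrolysis product quenches plate fluorescence so inhibitors raise well fluorescence; 0% = enzyme with DMSO and 100% = DMSO without enzyme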
NALP1 inh = inhibitors of NALP1 inflammasome in yeast; AID 2071; actives 0.61% (n = 280,000); S. cerevisiae NALP1/ASC/caspase-1 growth, X-gal OD620, 72 h; inhibition, % at 10 µM; in the data active means inhibition mostly above about 24%, no sharp cut-off; inactive means mostly below about 32%; further: some compounds called inactive have numbers as strong as hits
M18AAP inhibitor = PfM18AAP enzyme inhibition; recombinant PfM18AAP, H-Glu-NHMec fluorogenic cleavage; inhibition, % at 7.35 µM; actives 1.2% (n = 290,000); AID 1822;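 active means inhibition above the campaign mean inhibition over all tested compounds plus 3 SD, cut at about 28% in these data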;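 further: 0% = plate median of test compound wells and 100% = 2 mM ZnCl2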
GPR7 antag = human neuropeptides B/W receptor 1 antagonism | P48145 | GPR7-expressing cells, fluorescence antagonist assay | inhibition, % at 4.4 µM | actives 1.1% (n = 290,000) | AID 1861; in the data active means inhibition above about 16%, passing the limit was not always enough;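 further: cells stimulated with the agonist NPW; 0% = agonist with vehicle and 100% = vehicle without agonist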
Target sequence (P48145 whole entry, looked up): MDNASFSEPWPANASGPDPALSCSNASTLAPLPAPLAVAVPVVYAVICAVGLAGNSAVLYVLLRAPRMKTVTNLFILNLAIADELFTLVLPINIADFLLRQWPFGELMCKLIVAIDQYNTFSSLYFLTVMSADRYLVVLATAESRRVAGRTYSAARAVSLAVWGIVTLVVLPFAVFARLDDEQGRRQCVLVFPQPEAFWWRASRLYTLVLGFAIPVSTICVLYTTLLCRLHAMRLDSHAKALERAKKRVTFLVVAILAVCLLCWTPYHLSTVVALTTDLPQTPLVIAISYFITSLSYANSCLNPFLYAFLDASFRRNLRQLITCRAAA
PHOSPHO1 inh = inhibitors of human PHOSPHO1 phosphatase; inhibition, % at 13.3 µM; recombinant PHOSPHO1, absorbance phosphatase assay; Q8TCT1; actives 1.1% (n = 290,000); in the data active means inhibition above about 60%
Target sequence (Q8TCT1 whole entry, looked up): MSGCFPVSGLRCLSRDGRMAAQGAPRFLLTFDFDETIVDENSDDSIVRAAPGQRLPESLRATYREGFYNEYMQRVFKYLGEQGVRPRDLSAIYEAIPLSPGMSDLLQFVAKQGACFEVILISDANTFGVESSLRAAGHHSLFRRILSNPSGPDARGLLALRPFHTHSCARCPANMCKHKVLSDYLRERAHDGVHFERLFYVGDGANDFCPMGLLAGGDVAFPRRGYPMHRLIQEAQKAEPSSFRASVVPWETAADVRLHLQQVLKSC
The depositor's hits bear a star; x = no result given.

cpd	molecule	PHOSPHO1 inh	GPR7 antag	IDE inh	M18AAP inhibitor	IDE act	NALP1 inh	p-CIP stab down	IMP-1 inhibitor	VIM-2 inhibitor
1	Cc1nc(SCc2ccccc2)n[nH]1	x	-6	0	5	0	0	9	-2.6	-1.5
2	O=C(O)CSc1nnc(-c2ccco2)o1	15	-2	-5	8	2	10	-4	0.5	1.1
3	O=S(=O)(Nc1nccs1)c1ccc(F)cc1	-3	-3	0	0	5	27*	-9	-2.8	-6.0
4	CSc1ccccc1NC(=O)CN(C)CC(=O)Nc1cc(C)ccc1C	-16	19	-1	-5	1	20	0	-4.1	-5.8
5	O=C(COc1ccc(/C=N/NC(=O)C(=O)N2CCCCCC2)cc1)Nc1ccccc1Cl	-9	-3	-2	0	1	15	-2	-2.1	-3.4
6	Cc1ccc(CN(C(=O)c2csnn2)C(C(=O)NC2CCCC2)c2ccco2)cc1 (centres undefined)	16	4	4	12	3	9	-4	-3.1	-4.8
7	CCc1cc[n+](CC(=O)Nc2ccc(Cl)cc2Cl)cc1	5	-9	1	-11	4	20	6	-1.7	-2.5
8	O=C(CN1CCCC1)Nc1ccc(-c2nc3cc(NC(=O)CN4CCCC4)ccc3o2)cc1	1	-7	5	-8	3	20	-9	-3.0	4.6
9	Cc1cc(N2C(=O)C(O)=C(C(=O)c3ccc(C)o3)C2c2cccs2)no1 (centres undefined)	-8	2	4	6	1	4	-12	-0.4	-2.1
10	COc1ccc(N2C(=O)C(CN3CCN(C)CC3)C2c2ccccc2)cc1 (centres undefined)	45	-5	1	4	-1	11	-1	-1.6	-1.6
11	Cc1nc(C#N)c(N/N=C/c2cccc(Cl)c2)o1	1	-17	1	1	0	43	-10	-3.7	0.5
12	COP(=O)(/C=C/c1ccccc1)C(O)c1ccc(F)cc1 (centres undefined)	6	-12	-1	-9	4	7	-9	-5.0	-4.3
13	COc1cc(/C=N/n2cnnc2)ccc1OC(=O)c1ccco1	51	-16	-1	2	3	8	1	-2.6	-2.5
14	Cc1cc(C)c(C)c(S(=O)(=O)N[C@@H](C)C(=O)OC(C)C(=O)NC(N)=O)c1C (some centres undefined)	6	-10	-10	-10	1	x	-1	-2.7	-0.7
15	COc1ccc(-c2c(C(F)(F)F)nn(C)c2NC(=O)CSCC(=O)O)cc1	32	-8	4	0	x	x	-6	-2.3	-3.6
16	CC(OC(=O)c1cccc(Cl)c1)C(=O)NC1CCCCC1C (centres undefined)	27	-8	1	2	4	-1	11	-2.6	2.3
17	Cn1c(SCCOc2ccccc2F)nc2ccccc2c1=O	24	-6	0	-10	1	-22	-5	-1.0	0.5
18	O=S(=O)(c1ccc(Cl)s1)N1CCC(Cc2ccccc2)CC1	-5	-14	1	4	-4	40*	-2	-2.9	-4.9
19	O=C(O)COc1ccccc1/C=N/NC(=O)c1cc(-c2ccc(Cl)cc2)nc2ccccc12	30	-15	0	9	2	x	7	-3.8	-2.7
20	Cc1ccc(NS(=O)(=O)c2c(C)[nH]c(C)c2C(=O)N2CCCCC2)c(Br)c1	22	-13	2	-2	0	6	0	-3.0	-0.8
21	CCN1/C(=C2\C(=O)N(C)C(=S)N2C)C=Cc2cc(C)ccc21	-11	-9	4	34*	2	21	1	-5.5	-3.5
22	COc1ccc(NC(=O)CCC(=O)N2CCOCC2)c([N+](=O)[O-])c1	14	-10	-6	-19	3	8	-29	-2.2	0.6
23	CCOc1ccc(OCC)c(NC(=O)CN2CCN(CC)CC2)c1	6	0	2	-9	-3	-94	-2	-4.7	-0.8
24	Cc1cccc(N2CCN(C(=O)CNC(=O)c3ccccc3)CC2)c1C	28	-11	10	-2	0	11	-6	-3.5	-2.5
25	CCN1CCN(C(=O)c2cn(CC)c3ccc(S(=O)(=O)N(C)C)cc3c2=O)CC1	-5	-8	-3	0	-4	7	2	-2.3	-4.3
26	O=C(c1ccc(N2CCN(C(=O)c3ccccc3Br)CC2)cc1)c1cccc(F)c1	15	28*	11	0	-11	14	-14	-7.1	-1.0
27	O=C(CNS(=O)(=O)c1ccc(F)cc1)N1CCOCC1	-29	-4	1	-9	0	12	10	-1.2	0.7
28	Cc1ccc(-c2[nH]nc(N)c2N=Nc2cccc(Cl)c2C)cc1	19	8	x	-5	16	9	11	-1.2	-0.4
29	COc1cccc(C2=NN(C(C)=O)C(c3cccs3)C2)c1 (centres undefined)	39	2	6	-7	-1	2	-3	-2.3	-2.8
30	CCC(/C=N/NC(=O)CCCCC(=O)N/N=C/C(CC)CC)CC	2	-9	2	3	5	32	-2	-3.1	-4.4
31	C/C=C\C=C\C(=O)N1CC2(CC(c3cccc(NC(=O)CC(c4ccccc4)c4ccccc4)c3)=NO2)C[C@H]1C(N)=O (some centres undefined)	26	x	11	x	1	14	-5	x	x
32	Cc1ccc(S(=O)(=O)NCC(=O)NCC(=O)OCc2c(F)cccc2Cl)cc1	-1	-5	1	7	4	21	-4	-1.6	-2.3
33	O=C(Nc1ccc2c(c1)OCCO2)c1cc(-c2ccccn2)nc2ccc(Br)cc12	19	-2	-6	4	-2	14	-4	-3.9	-2.4
34	Cc1ccc(OCc2cc(C(=O)N(C)Cc3cnn(-c4ccccc4C)c3)no2)cn1	32	-10	2	-11	4	8	-23	-1.7	-2.3
35	Cc1sc2ncnc(Nc3ccc(O)cc3)c2c1C	1	12	-2	-3	0	10	8	-1.5	1.8
36	COCCCNC(=O)c1cc(C(=O)Cc2ccccc2)c[nH]1	32	-10	-7	4	2	-7	-1	-2.3	-3.7
37	O=C(c1ccc2c(c1)OCO2)N1CCC2(CC1)Oc1ccc(F)cc1C(=O)C21CC(c2ccccc2)=NO1 (centres undefined)	9	x	5	x	7	7	4	x	x
38	CCOc1ccccc1OCCn1nnc2ccccc21	-20	-9	6	13	9	-8	-7	-1.9	-1.5
39	CCOC(=O)C(/C(N)=N/C(=O)Nc1ccccc1)=C(\C)O	22	-9	0	-4	0	11	1	-1.4	-1.3
40	COc1ccc(CCNC(=O)C2CC(c3ccccc3C(F)(F)F)=NO2)cc1 (centres undefined)	0	x	3	x	10	-19	-6	x	x
41	COc1cccc(/C=C/C(=O)c2ccc[nH]2)c1	14	-3	-3	13	3	42*	-4	-2.9	-4.0
42	C/C(CC(=O)Nc1cccc2c1CCCC2)=N\NC(=O)COc1ccccc1	-5	7	4	1	1	32	-12	-0.3	-0.2
43	CCCOc1ccc(CSCCNC(=S)Nc2ccccc2)cc1	-7	-12	2	0	5	16	-2	-3.8	-2.5
44	CS(=O)(=O)N(CC(=O)N1CCc2ccccc2C1)c1ccccc1Br	x	4	0	-9	-4	x	-2	-4.7	-2.4
45	Cc1c(C(=O)N2CCCCCC2)nnn1-c1nonc1N	38	5	3	0	2	13	3	-1.7	-0.7

GPR7 antag, what is marked active above
cpd	molecule	PHOSPHO1 inh	GPR7 antag	IDE inh	M18AAP inhibitor	IDE act	NALP1 inh	p-CIP stab down	IMP-1 inhibitor	VIM-2 inhibitor
26	O=C(c1ccc(N2CCN(C(=O)c3ccccc3Br)CC2)cc1)c1cccc(F)c1	15	28*	11	0	-11	14	-14	-7.1	-1.0

(continued)
cpd	molecule	PHOSPHO1 inh	GPR7 antag	IDE inh	M18AAP inhibitor	IDE act	NALP1 inh	p-CIP stab down	IMP-1 inhibitor	VIM-2 inhibitor
46	Cc1cc(Nc2nn(C)c(N)c2C#N)ccc1F	26	-10	-5	-3	3	-2	8	-1.6	-1.7
47	O=C(CN(C(=O)c1csnn1)c1ccc(F)c(Cl)c1)NCc1ccccc1	35	-6	-4	3	0	2	-7	-2.2	-1.3
48	O=C(O)CCCC(=O)Nc1nncs1	1	-7	0	-2	3	2	4	-0.9	-1.0
49	Cc1ccc(CC(=O)NC2CCN(Cc3ccccc3)CC2)cc1	24	-13	0	-5	7	12	-18	-3.5	-2.1
50	O=C(Cn1cncn1)NCCC(c1ccccc1)c1ccccc1	35	-13	1	2	-1	6	-5	-3.9	-2.4
51	Nc1nonc1C(=O)N/N=C/c1ccc(Br)o1	-8	-15	1	4	-8	-1	-5	-4.9	-5.5
52	CC(OC(=O)c1ccncc1)C(=O)Nc1cccc(Cl)c1 (centres undefined)	18	-1	0	3	-3	-15	-13	-2.1	-3.5
53	COc1cc(OC)cc(N2CCN(S(=O)(=O)c3ccc(-n4cnnn4)cc3)CC2)c1	26	-22	-6	-3	3	18	-3	-1.8	-1.6
54	CC(=O)c1c(C)nc(-c2ccccc2)nc1N	37	-9	0	-1	3	-1	-14	-2.1	-5.2
55	CCC(=O)c1ccc(OCC(O)CN2CCN(c3ccc(F)cc3)CC2)cc1 (centres undefined)	27	-11	2	2	1	14	-13	-2.0	-0.8
56	CCOc1c2ccoc2nc2c(OC)c(OC)ccc12	-12	6	1	-1	4	-11	0	-0.5	0.8
57	CNc1oc(Cc2ccccc2)nc1S(=O)(=O)c1ccc(Cl)cc1	48	-12	7	1	-7	-2	-7	-3.1	-2.6
58	CCN1C(=O)N(CC)C(O)(c2ccccc2)C1(O)c1ccccc1 (centres undefined)	15	-4	9	-3	-1	2	2	-3.0	-1.6
59	Cc1ccc2c(c1)c(-c1csc(N)n1)c(C)n2C	36	6	0	-2	-2	5	-7	-1.4	-3.1
60	CCn1c(Cc2ccc(OC)cc2)nnc1SCC(=O)N1CCN(c2ccccc2)CC1	22	-8	0	-3	-5	14	3	-1.7	-2.7
61	C#CCOCCOCCOCCNc1nc(N2CCOCC2)nc(N2CCN(C(=O)[C@H](Cc3cc4ccccc4[nH]3)n3cc([C@@H](N)CC(C)C)nn3)CC2)n1	40	-18	-2	-4	1	2	-14	-1.5	-3.3
62	CSc1ccc(N=Nc2c(C)[nH]n(C)c2=O)cc1	30	-4	-5	6	4	9	-8	-4.4	-1.7
63	CCOC(=O)N1CCN(C(=O)C2CCN(c3nnc(-n4cccc4)s3)CC2)CC1	33	-8	4	9	-3	15	-10	-5.1	-0.5
64	O=C(CSc1nnc(Nc2ccccc2)s1)Nc1cccc(S(=O)(=O)N2CCCCC2)c1	-8	0	-2	1	-3	20	6	0.6	-0.4
65	N#CCC(=O)c1sccc1-n1cccc1	-5	4	8	6	6	8	-13	1.3	2.5
66	CN=C(c1ccccc1)c1c(C)cccc1C	5	0	3	-6	3	8	-17	-0.3	-1.0
67	O=C(O)c1ccc(N2CCCCC2)cc1	3	-12	4	11	0	24	11	-3.2	-3.6
68	Cc1c(C(=O)NCC2COc3ccccc3O2)oc2ccc(S(=O)(=O)N3CC(C)CC(C)C3)cc12 (centres undefined)	-6	-3	-3	-18	4	48	-10	-3.8	-3.4
69	COc1cccc(C(=O)C2CCCN(Cc3cccc(-n4nc(C)cc4C)c3)C2)c1 (centres undefined)	58	-3	-1	-6	1	-2	-9	-1.9	-4.4
70	Cc1ccc(-c2noc(CSc3nnc(CCc4ccccc4)n3-c3ccccc3)n2)cc1	-38	10	3	0	10	13	-16	-4.0	-2.1
71	CCN1CCN(S(=O)(=O)c2ccc(OC)c(NC(=O)c3ccccc3)c2)CC1	x	-20	1	-9	-1	10	-6	-2.5	0.9

Some of the entries above in another layout:
71) CCN1CCN(S(=O)(=O)c2ccc(OC)c(NC(=O)c3ccccc3)c2)CC1
61) C#CCOCCOCCOCCNc1nc(N2CCOCC2)nc(N2CCN(C(=O)[C@H](Cc3cc4ccccc4[nH]3)n3cc([C@@H](N)CC(C)C)nn3)CC2)n1
Assay by compound	71	61
PHOSPHO1 inh	x	40
GPR7 antag	-20	-18
IDE inh	1	-2
M18AAP inhibitor	-9	-4
IDE act	-1	1
NALP1 inh	10	2
p-CIP stab down	-6	-14
IMP-1 inhibitor	-2.5	-1.5
VIM-2 inhibitor	0.9	-3.3
